Source: PubChem BioAssay
DT40 TDP1 CPT = growth inhibition of DT40 Tdp1-/-;hTDP1 cells with camptothecin (screen for TDP1 inhibitors); chicken DT40 Tdp1-/-;hTDP1 cells + 20 nM CPT, ATP luminescence, 48 h; Potency, µM (highest dose often 46.2 µM), inactives show at the highest dose activity change, negative = growth inhibition, usual class: inhibitors; 12% of 420,000 active; also: nearly all actives have a fitted effect of over 55% in size
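Chicken DT40 Tdp1-/- cells stably complemented with human TDP1 were seeded at 400 cells/well in medium containing 20 nM camptothecin, exposed to pin-transferred compounds, and grown at 37 °C for at least 48 hr. Viability was read as ATP luminescence.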
TDP1 cell noCPT = qHTS for Inhibitors of human tyrosyl-DNA phosphodiesterase 1 (TDP1): qHTS in cells in absence of CPT. Potency, µM (highest dose often 46.2 µM), inactives show top-dose activity change, negative = growth inhibition, most hits filed as inhibitors. 15% of 420,000 active. AID 686978, 2013. DT40 Tdp1-/- hTDP1 cells, no CPT, ATP luminescence, 48 h; also: nearly all actives have a fitted effect of over 55% in size
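Stably hTDP1-transfected Tdp1-null chicken DT40 cells were treated with library compounds minus camptothecin and grown for at least 48 hr at 37 °C, after which cellular ATP was quantified by luminescence.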
GCN5L2 inh = GCN5L2 (KAT2A) acetyltransferase inhibition | GCN5L2 HAT assay, ThioGlo1 CoA-SH fluorescence | Potency, µM (highest dose often 58.9 µM), inactives show at the highest dose activity change, negative = inhibition, hits mostly inhibitors | 0.21% of 390,000 active
Target sequence (Q92830 whole entry, looked up): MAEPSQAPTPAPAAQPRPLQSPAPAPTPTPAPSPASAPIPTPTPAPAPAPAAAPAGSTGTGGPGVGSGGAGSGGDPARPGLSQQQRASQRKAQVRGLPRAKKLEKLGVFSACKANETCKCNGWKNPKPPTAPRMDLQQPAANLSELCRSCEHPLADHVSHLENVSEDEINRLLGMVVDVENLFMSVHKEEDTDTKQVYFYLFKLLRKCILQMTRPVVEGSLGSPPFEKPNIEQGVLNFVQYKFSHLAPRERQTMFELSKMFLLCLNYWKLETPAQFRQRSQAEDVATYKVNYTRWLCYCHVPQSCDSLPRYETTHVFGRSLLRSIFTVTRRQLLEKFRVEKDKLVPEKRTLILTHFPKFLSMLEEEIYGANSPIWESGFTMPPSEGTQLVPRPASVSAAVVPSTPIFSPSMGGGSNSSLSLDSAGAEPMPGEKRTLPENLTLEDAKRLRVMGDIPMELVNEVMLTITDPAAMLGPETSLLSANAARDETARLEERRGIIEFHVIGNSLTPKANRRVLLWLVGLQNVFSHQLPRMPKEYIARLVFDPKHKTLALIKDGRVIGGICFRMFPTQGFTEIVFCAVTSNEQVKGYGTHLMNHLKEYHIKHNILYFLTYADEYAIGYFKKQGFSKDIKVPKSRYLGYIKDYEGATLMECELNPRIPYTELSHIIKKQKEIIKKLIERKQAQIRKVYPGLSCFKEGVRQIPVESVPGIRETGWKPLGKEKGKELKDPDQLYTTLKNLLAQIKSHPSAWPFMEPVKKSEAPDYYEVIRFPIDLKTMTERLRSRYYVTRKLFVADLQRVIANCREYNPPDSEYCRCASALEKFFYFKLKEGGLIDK
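Compounds, pin-transferred from DMSO stocks, meet 20nM GCN5L2 for 15 min before the reaction begins with H3(1-25) peptide (75uM) and acetyl-CoA (70uM). Thiol-reactive ThioGlo1 reports CoA release over 20 min at room temperature.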
* hit, by the source's call; ? = inconclusive; nt = no result given; & = joins results of further samples; [ ] = dose if it differs, or a comment. Calls follow the shape of the dose curve; as a rule, active = well fitted curve in the direction sought with a large enough effect; inconclusive = small, poorly fitted or top-dose-only effect, or another doubt; inactive = no such curve, though single readings can be large; an effect the other way counts as inactive or inconclusive. % is scaled to controls: 0 for no effect and ±100 for the full control effect; potency is read from the fitted curve at half-maximal effect.

Molecule	GCN5L2 inh	DT40 TDP1 CPT	TDP1 cell noCPT
O=C(COc1ccc(Cl)cc1[N+](=O)[O-])N/N=C/c1cccs1	-0.9%	-18.7%	29.1µM*
Cc1ccc(-n2c(=O)c3ccc(C(=O)NCc4ccco4)cc3n(Cc3ccccc3C#N)c2=O)cc1	-1.2%&-8.7%	?	?
CC1CCC(NC(=O)c2cccc(S(=O)(=O)N3CCN(c4ccc(F)cc4)CC3)c2)CC1 (configuration not stated)	-0.1%	?	9.2µM*
CCCCCC(O)(c1ccc(OCC)cc1)C(CN1CCOCC1)c1ccccc1 (configuration not stated)	-4.8%	?	16.4µM*
CCN(CC)S(=O)(=O)c1ccc(C(=O)OCC(=O)c2ccc3c(c2)NC(=O)CO3)cc1	?	-6.8%	-3.8%
CCCCC(C(=O)O)C(C)CC(=O)Nc1nccs1 (configuration not stated)	0.6%	-12.0%	-4.7%
Oc1c(Br)cc(Br)cc1C=Nc1cccnc1	-22.6%	?	20.6µM*
C/C(=N\NC(=O)c1ccccc1C)c1ccc(N2CCOCC2)cc1	?	-5.6%	-7.6%
Cc1sc2ncnc(Sc3nnnn3-c3ccc(Cl)cc3)c2c1C	-4.8%	?	?
Cc1cccc(NC(=O)CN2CCN(C(=O)C3CCC3)CC2)c1C	-5.6%	-20.8%	-0.6%
CCC(c1nnnn1C1CCCC1)N1CCN(C(=O)c2ccco2)CC1 (configuration not stated)	-1.7%	-3.5%	1.8%
CC1CCCN(Cc2c(O)ccc3c(=O)c(Oc4ccccc4Cl)c(C(F)(F)F)oc23)C1 (configuration not stated)	3.4%	2.1%	11.0%
CCc1ccc(/C=N/Nc2nn[nH]n2)cc1	0.3%	-21.8%	-20.3%
Cc1coc2cc3oc(=O)c(CC(=O)NCc4ccccc4)c(C)c3cc12	-3.0%	5.8µM*	5.17µM*
CCC1CCCCN1S(=O)(=O)c1ccc(NC(=O)c2snnc2C)cc1 (configuration not stated)	-2.6%	?	?
NC(=O)C1CCC(NC(=O)OCc2ccccc2)CC1 (configuration not stated)	-1.4%	-22.4%	-17.4%
CC1CCCCC1NC(=O)c1cccc(S(=O)(=O)N2CCN(Cc3ccccc3)CC2)c1 (configuration not stated)	-9.3%	16.4µM*	20.6µM*
Cc1ccc(OCC(O)Cn2c(N3CCOCC3)nc3c2c(=O)[nH]c(=O)n3C)cc1 (configuration not stated)	-0.2%	-10.3%	-18.9%
COC(=O)c1ccc(Cn2nc(-c3cc(C)ccc3C)ccc2=O)cc1	-4.1%	-27.6%	?
Cc1cccc(CN(C)C[C@@H]2OCc3cnnn3CCCC(=O)N([C@@H](C)CO)C[C@H]2C)c1	nt	0.5%	5.6%

Three compounds already listed, arranged by molar mass, ascending:
Molecule	GCN5L2 inh	DT40 TDP1 CPT	TDP1 cell noCPT
CCc1ccc(/C=N/Nc2nn[nH]n2)cc1	0.3%	-21.8%	-20.3%
CCC1CCCCN1S(=O)(=O)c1ccc(NC(=O)c2snnc2C)cc1 (configuration not stated)	-2.6%	?	?
CC1CCCN(Cc2c(O)ccc3c(=O)c(Oc4ccccc4Cl)c(C(F)(F)F)oc23)C1 (configuration not stated)	3.4%	2.1%	11.0%

The list continues:
Molecule	GCN5L2 inh	DT40 TDP1 CPT	TDP1 cell noCPT
NC(=O)[C@@H]1CCCN1Cc1nc(-c2ccc(C(F)(F)F)cc2)no1	10.7%	?	?
Cc1ccc(C)c(S(=O)(=O)N2C(=S)NC(=O)C2CC(C)C)c1 (configuration not stated)	-1.5%	-7.6%	-11.9%
O=C(O)CCCC(=O)Nc1ccc(S(=O)(=O)Nc2nccs2)cc1	1.9%	10.0%	-9.2%
CCOC(=O)C1=C(C)N[C@@]2(O)c3ccccc3C(=O)[C@@]12O	0.8%	-6.9%	-1.2%
O=S(=O)(c1ccc(Cl)cc1)N1CN(CC2CCCO2)c2nc3ccccc3nc21 (configuration not stated)	-5.9%	?	-17.2%
C[C@@H](NC(=O)c1[nH]cnc1C(=O)Nc1ccccc1F)c1ccccc1	nt	-101.4%	?
O=C(OCC(=O)N1CCOCC1)C(c1ccccc1)c1ccccc1	-0.2%	9.8%	3.8%
O=C(COC(=O)c1ccc2c(c1[N+](=O)[O-])C(=O)c1ccccc1C2=O)NC1CC1	-10.3%	3.66µM*	?
Oc1nc(Nc2ccccc2)sc1/C=C1\C=Nc2ccccc21	-14.8%	-26.0%	-29.9%
CCOc1cccc2sc(N(CCN(CC)CC)C(=O)c3ccc(S(=O)(=O)N4CCCC4)cc3)nc12	-1.0%	?	?
CCCn1nc(C(=O)NCC(C)(C)N2CCOCC2)c2ccccc2c1=O	-5.2%	-20.6%	-15.4%
CC(C)(C)NS(=O)(=O)c1ccc(NC(=O)C2CC(=O)N(CCc3ccc(F)cc3)C2)cc1 (configuration not stated)	-21.5%	6.7%	-4.7%
Cc1ccc2c([N+](=O)[O-])cccc2n1	-8.1%	4.1%	5.3%
O=C(c1c(Cl)nc2sccn12)N(C(=O)c1c(Cl)nc2sccn12)c1ccc(Cl)cn1	-13.4%	-26.0%	-26.0%
Cc1c(N=C/C=C2/N(C)c3ccccc3C2(C)C)c(=O)n(-c2ccccc2)n1C	-3.2%	?	?
COc1ccc(-c2cc(C(C)=O)c(C)n2CCC(=O)Nc2ccc(C)c(Cl)c2)cc1	0.6%	14.6µM*	18.4µM*
Cc1cc(Cl)c(OCCn2ccnc2)c(Br)c1	-4.1%	11.6µM*	?
COc1ccc(CNC(=O)C2CCCN(c3ncnc4c3nc3n4CCCCC3)C2)cc1 (configuration not stated)	-3.0%	18.4µM*	?
Cc1ccc(CS(=O)Cc2ccc(C(=O)NCC(C)c3ccccc3)o2)cc1 (configuration not stated)	1.3%	?	-1.7%
O=C(/C=C/NCc1cccnc1)c1ccc(Br)cc1	nt	1.9%	10.4%

A different layout for some results above.
Value order: GCN5L2 inh, DT40 TDP1 CPT, TDP1 cell noCPT
- Cc1c(N=C/C=C2/N(C)c3ccccc3C2(C)C)c(=O)n(-c2ccccc2)n1C
→ -3.2%, ?, ?
- COc1ccc(-c2cc(C(C)=O)c(C)n2CCC(=O)Nc2ccc(C)c(Cl)c2)cc1
→ 0.6%, 14.6µM*, 18.4µM*

2 entries from above, with values under each structure:
Each structure is followed by: GCN5L2 inh | DT40 TDP1 CPT | TDP1 cell noCPT
- O=C(c1c(Cl)nc2sccn12)N(C(=O)c1c(Cl)nc2sccn12)c1ccc(Cl)cn1
 : -13.4% | -26.0% | -26.0%
- Cc1c(N=C/C=C2/N(C)c3ccccc3C2(C)C)c(=O)n(-c2ccccc2)n1C
 : -3.2% | ? | ?

(next part)
Molecule	GCN5L2 inh	DT40 TDP1 CPT	TDP1 cell noCPT
Cc1ccc(C)c(N2CCN(C(=O)C3CCCN(S(=O)(=O)c4ccc5c(c4)oc(=O)n5C)C3)CC2)c1 (configuration not stated)	3.8%	16.4µM*	11.6µM*
N#C/C(=C\c1ccccc1C(F)(F)F)C(=O)Nc1ccccc1	-2.1%	-26.3%	-12.0%
Cn1c(=O)c2c(SCC(=O)Nc3nccs3)nc(C3CC3)nc2n(C)c1=O	-3.2%	23.1µM*	18.4µM*
Cc1cccc(NC(=O)CCc2ccc(C)o2)c1	-0.4%	?	?
CCCCc1nc(SCC(=O)Nc2nnc(CCCC)s2)n[nH]1	-2.1%	-19.8%	-18.9%
CC(=O)Nc1ccc(NC(=O)C2(C)CC2(Cl)Cl)cc1 (configuration not stated)	-1.3%	?	18.4µM*
Cc1noc(C)c1COc1ccc(C(=O)N2CCN(S(=O)(=O)c3ccc(F)cc3)CC2)cc1	nt	?	0.4%
O=C(COC(=O)c1ccc(N2CCCC2=O)cc1)c1ccc(OC(F)F)cc1	-19.2%	-3.1%	-19.2%
O=C(NCC1CCCN1S(=O)(=O)c1cccs1)c1cccc(F)c1 (configuration not stated)	-9.8%	16.4µM*	18.4µM*
Cn1nc(-c2ccc(N3CCCCC3)c(NC(=O)c3ccco3)c2)c2ccccc2c1=O	-26.4%	20.6µM*	16.4µM*
CC1CCCCN1C(=O)CSc1nnc(-c2ccccc2Cl)o1 (configuration not stated)	-7.3%	-27.0%	?
CC(=O)N1CCOc2ccc(S(=O)(=O)NCCc3ccc(Cl)cc3)cc21	-5.6%	-4.5%	16.9%
COCCCN1C(=O)C(CC(=O)NC(c2ccccc2)c2ccccc2)CC(C(=O)N(C)C)=C1C (configuration not stated)	nt	-15.3%	-22.5%
COc1ccc(CCNC(=O)C(=O)NCC2CCCN2S(=O)(=O)c2cccs2)cc1OC (configuration not stated)	1.9%	?	?
CCCCNC(=O)CC1C(=O)N(Cc2ccccc2)C(C)c2nc3ccccc3n21 (configuration not stated)	-4.5%	?	-23.7%
CC(C)NC(=O)CSc1nc2ccccc2nc1N1CCCCC1	-5.1%	?	?
COc1ccccc1P(=O)(c1ccccc1)c1ccc([N+](=O)[O-])cc1 (configuration not stated)	22.2%	14.0%	?
COc1ccc(NC(=O)Cn2cnc3sc(C)c(S(=O)(=O)N4CCOCC4)c3c2=O)c(OC)c1	-7.3%	0.0%	-42.7%
NS(=O)(=O)c1ccc(CCNC(=O)CCn2c(=O)c3cccn3c3cccnc32)cc1	-1.3%	-0.1%	-2.4%
CCc1ccc(NC(=O)CCS(=O)(=O)c2ccc(Br)cc2)cc1	1.3%	-20.9%	?
C=CCc1cccc2cc(C(=O)NCc3ccc(C(=O)OCC)o3)c(=O)oc12	-8.2%	-2.0%	-13.2%
CCN1CCN(C(=S)c2ccc(O)cc2)CC1	13.8%	-2.5%	-29.8%
Nc1o[nH]c(=O)c1C1CCCCC1	nt	-9.9%	3.4%
CCN1CCN(C(c2ccccc2)c2nnnn2Cc2ccc(OC)cc2)CC1 (configuration not stated)	-3.3%	-17.2%	-6.3%
COc1ccc(N=C2SC(CC(=O)Nc3ccc(OC)cc3OC)C(=O)N2C)cc1 (configuration not stated)	1.2%	-8.6%	-22.2%
C=C(C)CSc1cc(C)nc2c(-c3ccccc3)c(C)nn12	-27.3%	?	?
CCN1C(=O)C(=O)N(CC(=O)N(C)CC(=O)Nc2ccccc2Cl)C1=O	9.5%	1.0%	-6.0%
O=C(Nc1cccc(F)c1)C1CCN(C(=O)c2ccccc2Cl)CC1	-0.9%	-6.7%	-28.8%
C(=N\Nc1nncn1/N=C/c1ccco1)/c1ccco1	-13.6%	3.0%	3.1%
O=C1C=C(c2ccc(-c3ccccc3)c(F)c2)C[C@@H](c2ccc(Cl)cc2)C1	-3.3%	20.6µM*	?
O=C(Cn1c(=O)nc(-c2ccccc2)c2cc(Cl)ccc21)Nc1ccc(F)c(Cl)c1	2.5%	?	?
CCC(=O)/C=C1/Sc2ccc(OC)cc2N1CCO	-12.0%	?	?
COc1ccc(Cl)cc1Nc1nc(C)nc2c1nnn2Cc1ccccc1	-0.6%	-11.6%	?
NC(=O)/C=C\c1cn(-c2ccccc2)nc1-c1ccc2c(c1)OCCO2	-3.9%	?	?
CSCCC(NS(=O)(=O)c1ccc2c(c1)oc(=O)n2C)C(=O)NC1CCC(C)CC1 (configuration not stated)	-8.8%	10.1%	-21.6%
CCC(C)NC(=O)Cc1c(C)c2cc3c(cc2oc1=O)OC(C)(C)CC3 (configuration not stated)	-11.0%	?	14.6µM*
CCCCN1C(=O)C(NC(=O)c2ccc(C(C)(C)C)cc2)(C(F)(F)F)C(C(=O)OC)=C1C (configuration not stated)	-12.1%	?	23.1µM*
CCCCC(=O)Nc1ccccc1CC	0.1%	2.3%	-17.2%
Cc1ccc(-c2nc(CS(=O)(=O)CC(=O)NCCN3CCOCC3)c(C)o2)cc1	-5.1%	19.6%	1.9%
Nc1ccc(Oc2ccc(Cl)cc2)cc1	-2.6%	-16.5%	-10.6%
COc1ccccc1/C=C1\CCCC2=C1Nc1nnnn1C2c1ccccc1OC (configuration not stated)	-8.6%	11.6µM*	11.6µM*
CN(Cc1ccccc1Cl)C(=O)C1CC(=O)N(c2ccc3c(c2)OCCO3)C1 (configuration not stated)	-4.0%	?	-22.3%
Cc1cc(NC(=O)c2cccc(S(=O)(=O)N(C)C)c2)n(-c2ccccn2)n1	-7.7%[0.501 µM]	14.6µM*	23.1µM*
CC1S/C(=N/N=C/c2ccco2)N(Cc2ccccc2)C1=O (configuration not stated)	-9.1%	?	9.2µM*
COc1cc(OC)cc(C(=O)N2CCC3(CC2)NCCc2[nH]cnc23)c1	-3.7%	-2.5%	-0.7%
O=C(C1CCCN(S(=O)(=O)c2ccccc2)C1)N1CCN(c2ccc(F)cc2)CC1 (configuration not stated)	-2.2%	11.6µM*	11.6µM*
